# High-throughput results: PubChem BioAssay, Broad Institute
# XiGFP reactiv – X-chromosome reactivation activator. XiGFP mouse fibroblasts, % GFP-positive cells imaging, 3 d; cells co-treated with 5-aza-dC sensitizer; scaled so ellipticine positive control = 100%. activation, % at 7.58 µM. 360,000 tested, 0.055% active. AID 743238;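 active = mean normalized replicate activation at least 10% and every replicate at or above 10%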;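 note: 0% = median of on-plate neutral control wells and 100% = ellipticine 6 µM median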
#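 Material: SV40-immortalized XiGFP fibroblast cells, line 68-5-11 | Buffer or medium: DMEM containing 5-aza-dC | Dosing: One concentration, pinned | Times: 3 d treatment, 15 min room-temperature fixation | Controls: Ellipticine 6 µM positive control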
# GSIS activator – GLuc luminescence reporter in INS-1E cells, primary screen for activators of glucose-dependent secretion of insulin | INS-1E GLuc reporter insulin secretion, 2-3 h | AID 743287 | activation, % at 16.6 µM | 370,000 tested, 0.61% active;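 active = lowest replicate activation of at least 40%, so every replicate reaches that level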;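 note: 0% = median of neutral control wells and 100% = median of IBMX positive control wells; some compounds called inactive have numbers as strong as hits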
# F508del corr – CFTR F508del correction in bronchial cells; CFBE cells, YFP halide quenching; stimulated with forskolin plus potentiator P3; % fluorescence drop versus neutral controls; activity (quench increase), % at 7.58 µM; 350,000 tested, 0.36% active; AID 720511;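 active = mean added fluorescence quench of at least 8% versus neutral control, with both replicates also reaching 8%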;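 note: cells transiently co-express mutant CFTR-F508del with the halide-sensitive YFP; corrector assay measuring rescue of mutant channel to the surface after 24 h compound exposure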
# ARNT TACC3 PPI – disruptors of human ARNT/TACC3 interaction | Q9Y6A5 | AlphaScreen His-ARNT PAS-B/GST-TACC3 binding, luminescence; TACC3 fragment carries E629A point mutation | inhibition, % at 9.99 µM | 390,000 tested, 0.66% active;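 active = mean inhibition of replicates at least 50% and at least half of replicates each reaching 50%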;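 note: 0% = complete ARNT plus TACC3 wells and 100% = ARNT alone without TACC3; many hits fall short of the cut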
# RAD54 branch – blocks human RAD54 Holliday junction branch migration; 360,000 tested, 0.14% active; inhibition, % at 10.4 µM; FAM/BHQ fluorescence; Q92698;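 active = mean normalized replicate activity at least 40 and at least half of replicates scoring 40 or more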;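 note: 0% = median of neutral control wells and 100% = median of positive control wells; inhibitors cause a drop in the FAM fluorescence signal; in these data hits start at about 50%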
# ERAP1 inh – ERAP1 (human) enzyme inhibition; Q9NZ08; recombinant ERAP1, Leu-AMC fluorescence, 60 min; inhibition, % at 10.7 µM; 340,000 tested, 0.15% active; AID 652197;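 active = mean replicate inhibition of at least 30%, or all replicates individually reaching that 30% level; inactive = mean below 30% and not every replicate reaching it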;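 note: 0% = neutral control wells and 100% = L-leucinethiol positive control wells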
# RAD52 anneal inh – RAD52 (human) annealing inhibition; P43351; recombinant RAD52 DNA annealing, FRET fluorescence; inhibition, % at 18.7 µM; 360,000 tested, 0.46% active;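 active = every replicate showing at least 50% inhibition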
# Target sequence (P43351 whole entry, looked up): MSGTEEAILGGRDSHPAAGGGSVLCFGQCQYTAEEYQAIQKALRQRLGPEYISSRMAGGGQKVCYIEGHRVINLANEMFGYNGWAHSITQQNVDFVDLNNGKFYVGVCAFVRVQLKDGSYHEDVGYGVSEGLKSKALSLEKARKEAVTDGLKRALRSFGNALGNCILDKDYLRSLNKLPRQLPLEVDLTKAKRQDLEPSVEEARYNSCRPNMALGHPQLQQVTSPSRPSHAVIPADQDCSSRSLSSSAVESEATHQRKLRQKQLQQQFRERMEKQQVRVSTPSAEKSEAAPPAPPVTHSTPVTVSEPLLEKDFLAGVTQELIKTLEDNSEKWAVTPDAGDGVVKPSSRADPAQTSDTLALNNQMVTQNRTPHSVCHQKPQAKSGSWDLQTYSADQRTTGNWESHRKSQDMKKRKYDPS
# esBAF inh – SWI/SNF esBAF complex inhibition. mouse ES cells, Bmi1-luciferase knock-in reporter, 24 h; 100% = twice the neutral-well signal. reporter increase, % at 12.5 µM. 350,000 tested, 2% active. AID 602393; in the data active = activation above about 40%;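 note: 0% = median of the plate's neutral control wells and 100% = double that signal; a rise in the Bmi1 reporter signal indicates esBAF inhibition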
# The depositor's hits bear a star; . = not tested or not shown; & = joins results of further samples.
SMILES,XiGFP reactiv,GSIS activator,F508del corr,ARNT TACC3 PPI,RAD54 branch,ERAP1 inh,RAD52 anneal inh,esBAF inh
COc1ccc2ccc(OC)c(/C=N/NC(=O)c3cc4ccccc4o3)c2c1,-0.1,-9,1.5,.,.,2,-219,.
O=C(O)c1cn(Cc2ccccc2)c2ccccc2c1=O,.,-37,.,0,2,.,.,12
C[C@@H]1CN([C@H](C)CO)C(=O)CCCn2nncc2CO[C@H]1CN(C)C(=O)c1ccncc1,0.2&-0.4,-6&6,-2.1&0.2&0.6,-7&-6,1&-3&-5,0&1&2,-8&9&-8,-2&5&4
C[C@H]1CCCCO[C@@H](CN(C)C(=O)C2CCCCC2)[C@@H](C)CN([C@@H](C)CO)C(=O)c2cc(N(C)C)ccc2O1,0.2,-6,2.1,.,.,.,.,-7
O=C(Nc1ccc2c(c1)OCO2)N[C@@H]1C=C[C@H](CC(=O)N2CCN(c3ccccc3)CC2)O[C@H]1CO,-0.3,8,3.6,17,-6,-2,-3,-5
O=C(NCc1ccccc1F)c1cccs1,.,3,.,-3,6,.,.,1
O=C(Cc1ccccc1F)Nc1cc(Cl)ccc1N1CCCC1,0.5,8,1.6,1,9,-8,-11,3
COc1ccccc1N1CCN(Cc2cc(Br)c(O)c3ncccc23)CC1,-0.2,.,2.8,.,3,11,-10,-40
C[C@@H]1CN([C@H](C)CO)C(=O)CCCn2nncc2CO[C@H]1CN(C)Cc1ccc2c(c1)OCO2,0.3&-0.1,3,-2.0&2.2&1.3,2&-6,0&-5,-1&1&3,-8&12&0,-5&4&-5
Cn1cnc(S(=O)(=O)N[C@@H]2CC[C@@H](CC(=O)N3CCN(c4ccccc4)CC3)O[C@H]2CO)c1,-0.5,3,0.5,-16,5,0,-17,-12
O=S(=O)(c1ccc(SCCOc2ccc(Br)cc2)nc1)N1CCCC1,2.7,-10,-1.4,1,4,-1,-21,2
Cc1ccc(Nc2nc3c(c(=O)[nH]c(=O)n3C)n2Cc2ccc(F)cc2)cc1,.,3,.,-19,-7,.,.,11
COc1ccc(C(=O)Nc2ccc(N3CCOCC3)cc2)cc1S(=O)(=O)NC1CCCC1,0.2,9,0.8,4,.,0,-7,.
CCN1[C@@H]2Cn3c(ccc(C4=CCCCC4)c3=O)[C@H]1[C@@H](C(=O)N1CCc3ccccc3C1)[C@@H]2CO,0.0,-2,0.4,12,9,2,-8,2
CC(C)Cc1nnc(NC(=O)c2cc(-c3ccncc3)nc3ccccc23)s1,-0.1,16,-4.1,1,5,-3,-12,2
Cc1ccc(CC(=O)Nc2nncs2)cc1,.,9,.,3,-3,.,.,7
C=CCn1c(COc2ccc(F)cc2)nnc1SC(C)C(=O)NCC1CCCO1 (stereo unspecified),0.4,.,3.9,-10,-1,-2,-5,-3
CC[C@H]1C(c2ccc(F)cc2)=NN(c2ccccc2)[C@@H]1CO,0.0,-37,-0.2,.,-14,.,-12,1
COc1ccc(OC)c(S(=O)(=O)Nc2ccc3c(c2)OCCO3)c1,0.0,5,-0.4,.,0,6,6,-17
C[C@@H]1CN([C@H](C)CO)C(=O)c2cc(NS(=O)(=O)c3cn(C)cn3)ccc2O[C@@H]1CN(C)C,-1.0,-2,-0.8,-3,-7,1,-1,-2
CNS(=O)(=O)c1ccc(NCC2COc3ccccc3O2)c([N+](=O)[O-])c1 (stereo unspecified),0.4,-14,.,1,9,.,.,44*
Cc1ccc(S(=O)(=O)N[C@@H](Cc2ccccc2)C(=O)N2CCC(C(=O)N[C@H](C(=O)O)C(C)O)CC2)cc1 (stereo partly specified),0.0,13,-0.8,-8,-17,2,-11,4
CO[C@@H](CN(C)C(=O)C1CC1)[C@H](C)CN(C(=O)Nc1ccc(C(F)(F)F)cc1)[C@@H](C)CO,0.0,-21,0.5,8,10,-6,-4,-3
CC1CCN(CC[C@H]2CCCN2S(=O)(=O)c2cccc(O)c2)CC1,1.4,.,-19,-1,-3,-2,-3,3
COc1cccc(CN(C)C(=O)[C@@H](NC(=O)c2ccc(C)cc2)C(C)C)c1,0.1,-1,2.5,1,1,-2,-8,0
Cc1ccc(S(=O)(=O)NC(=O)C2(C)CCN2C(=O)Cc2cccs2)cc1 (stereo unspecified),0.0,0,3.8,.,-1,-3,-19,6
CC(=O)NS(=O)(=O)c1ccc(NC(=O)C2c3ccccc3Oc3ccccc32)cc1,0.2,21,.,-30,3,.,.,.
CC1(C)CCc2cc(-c3ccnc(=S)[nH]3)ccc2O1,0.0,.,-3.6,-2,.,-2,3,.
O=C(N/N=C/c1c(Cl)cccc1Cl)c1ccc(F)cc1,.,12,-1.2,-4,-9,0,6,29
CO[C@@H]1CN(C)C(=O)c2cc(NC(=O)Nc3ccccc3F)ccc2OC[C@@H](C)N(C(C)=O)C[C@@H]1C,0.4,12,1.6,4,-5,-5,-1,3
O=C(CCCn1cnc2ccccc2c1=O)Nc1ccccc1F,0.2,2,1.0,-12,.,2,-6,-4
O=C(NN=C1CCCC1)c1ccn[nH]1,-0.1,-5,.,-4,.,2,-2,.
CCN(CC)CCN(C(=O)c1ccc2c(c1)OCCO2)c1nc2cc3c(cc2s1)OCO3,0.0,28,1.4,7,10,-4,0,7
COC(=O)NCC(c1cccnc1)N1CCN(c2ccccc2F)CC1 (stereo unspecified),0.3,21,-1.3,14,10,1,-4,-2
CCN1CCN(C(CCc2ccccc2)C(=O)NC2CCCCC2)CC1 (stereo unspecified),.,5,-3.4,.,2,-2,2,6
C[C@H]1CN([C@@H](C)CO)C(=O)c2cc(NC(=O)CCCN(C)C)ccc2O[C@@H]1CN(C)S(=O)(=O)c1cccs1,0.0,4,-3.0,-4,1,-2,-4,0
COCC(=O)N1C[C@H](C)[C@@H](OC)CN(C)C(=O)c2cc(NS(C)(=O)=O)ccc2OC[C@@H]1C,-0.3,-3,-0.6,-4,6,0,-11,-3
COc1cc(OC)cc(C(=O)NNc2nc3cc4c(cc3s2)OCO4)c1,0.9,-8,-3.1,18,0,7,-11,1
CC[C@]12c3[nH]c4cc(CCC(=O)N(C)C)ccc4c3CCN1C(=O)[C@@H](CC(=O)NCc1ccco1)C[C@@H]2C(=O)N1CCN(C(=O)c2ccco2)CC1,0.1,1,-0.8,4,13,1,-12,-7
O=C(CN1CCCCCC1)N1c2ccccc2Sc2ccc(C(F)(F)F)cc21,.,-26,.,17,10,.,.,-4
O=C(c1ccccc1F)N1CC(=O)N2[C@H](C1)[C@H](c1ccc(-c3cccnc3)cc1)[C@@H]2CO,0.0,8,-2.7,.,.,-1,2,.
CC1(C(=O)NS(=O)(=O)c2ccccc2Cl)CCN1C(=O)C1(c2ccc(Cl)cc2)CC1 (stereo unspecified),0.0,-1,-0.2,.,9,-1,-8,-3
COc1ccc2c3c([nH]c2c1)[C@H](CO)N(C(=O)c1ccccn1)CC31CCN(C(=O)C2CCCC2)CC1,0.1,-3,2.5,.,.,0,11,.
O=S(=O)(Nc1ccc(F)cc1)c1cccc2nsnc12,0.2,-9,0.3,-3,-2,2,2,-3
COc1ccc(S(=O)(=O)N2CCC(N3CCN(c4ccccc4OC)CC3)CC2)cc1,0.1,17,-1.0,11,6,-2,-4,3
CCc1ccccc1Nc1cc(C(=O)NCc2ccccn2)c2ccccc2n1,0.4,11,2.9,19,.,1,-5,.
C[C@H](CO)N1C[C@H](C)[C@H](CN(C)S(=O)(=O)c2ccccc2)Oc2ccc(NC(=O)CCCN(C)C)cc2C1=O,0.2,11,-1.3,.,1,.,-1,-2
O=C(Nc1nc(-c2ccccc2)cs1)C1CCCCN1S(=O)(=O)c1ccc(Cl)cc1 (stereo unspecified),.,-17,-0.4,2,.,2,-15,1
O=C(CNC(=O)c1ccc2c(=O)n3c(nc2c1)CCC3)Nc1ccc(F)c(F)c1,-0.1,19,1.3,-5,2,1,-4,-8
COCC1CCCCN1C(=O)CCCn1nnnc1CN1CCC(C)CC1 (stereo unspecified),0.0,-11,0.6,-3,-4,0,-13,5
C=CCN=c1scc(-c2ccco2)n1/N=C/c1ccc(O)c(O)c1O,0.4,0,0.5,49*,.,-2,-7,.
CCCNC(=O)N1[C@H](CO)[C@@H]2c3ccccc3N(C(=O)C3CCOCC3)C[C@@H]21,0.1,4,2.2,5,-2,2,-2,-5
O=C(C[C@H]1CC[C@@H]2[C@H](COC[C@@H](O)CN2Cc2cccc(Cl)c2)O1)N1CCCCC1,0.0,-1,-2.3,0,2,-1,-15,1
C[C@@H]1CCCCO[C@H](CN(C)C(=O)Nc2ccc(F)cc2)[C@H](C)CN([C@@H](C)CO)C(=O)c2cc(NC(=O)c3ccccc3)ccc2O1,-1.2,-20,-0.2,8,-3,1,21,-4
Cc1ccc(-n2nc3c(c2NC(=O)C2CC2)CS(=O)(=O)C3)cc1,0.2,57*,-4.0,-3,-6,-4,-3,-3
O=C(CN1C(=O)C(=O)c2ccccc21)c1ccc(Cl)cc1,-0.1,-8,-1.9,-1,-6,-3,-5,0
C/C(=N\NC(=O)c1cc(C)oc1C)c1ccc2ccccc2c1,.,0,-0.7,-1,2,1,-9,-14
Cc1noc(C)c1S(=O)(=O)Nc1ccc2c(c1)CC(=O)N([C@@H](C)CO)C[C@@H](C)[C@@H](CN(C)C(=O)Nc1ccc3c(c1)OCO3)O2,0.0,-2,-0.4,7,5,.,.,-1
CC1=C/C(=N\NC(=O)c2ccccc2)CC1,0.0,0,-0.6,5,.,-1,2,.
CSCCC(NC(=O)OCc1ccccc1)NC(=O)OCc1ccccc1,0.0,.,-0.1,.,-3,-1,-10,2

# Some of the entries so far, with values under each structure.
# Every second line gives: XiGFP reactiv	GSIS activator	F508del corr	ARNT TACC3 PPI	RAD54 branch	ERAP1 inh	RAD52 anneal inh	esBAF inh
COc1ccccc1N1CCN(Cc2cc(Br)c(O)c3ncccc23)CC1
  -0.2	.	2.8	.	3	11	-10	-40
C[C@@H]1CN([C@H](C)CO)C(=O)CCCn2nncc2CO[C@H]1CN(C)Cc1ccc2c(c1)OCO2
  0.3&-0.1	3	-2.0&2.2&1.3	2&-6	0&-5	-1&1&3	-8&12&0	-5&4&-5
Cn1cnc(S(=O)(=O)N[C@@H]2CC[C@@H](CC(=O)N3CCN(c4ccccc4)CC3)O[C@H]2CO)c1
  -0.5	3	0.5	-16	5	0	-17	-12

# (continued)
SMILES,XiGFP reactiv,GSIS activator,F508del corr,ARNT TACC3 PPI,RAD54 branch,ERAP1 inh,RAD52 anneal inh,esBAF inh
c1ccc(-c2nc(NCc3cccnc3)c3ccccc3n2)cc1,.,.,-1.4,-12,16,-1,-23,13
Cc1cc(NC(=O)c2ccco2)c(=O)n(Cc2cccc(C(F)(F)F)c2)c1,0.4,-7,1.6,2,3,4,-19,-3
Cc1ccc(C)c(S(=O)(=O)N2CCCC2CNC(=O)C(=O)NCc2cccs2)c1 (stereo unspecified),0.4,0,2.3,-4,.,2,-8,.
COc1ccc(C(C)=O)cc1COC(=O)CCC(=O)c1cccs1,0.4,44*,-1.8,-2,-5,1,2,-7
COc1ccc(-n2c(Cc3cccn3C)nnc2SCC(=O)Nc2nc(C)cs2)cc1,0.0,7,2.6,2,12,4,-28,-10
C[C@H](CO)N1C[C@H](C)[C@H](CN(C)C(=O)Nc2ccccc2)Oc2ncc(C#CC3CCCCC3)cc2C1=O,-0.3,-15,-1.5,11,0,.,13,8
C[C@@H]1CN([C@@H](C)CO)S(=O)(=O)c2ccc(/C=C/c3ccccc3)cc2O[C@@H]1CN(C)C(=O)CN1CCOCC1,-1.1,4,2.6,4,4,3,19,8
CSCC[C@H](N)C(=O)N1CCC(C(=O)N[C@@H](Cc2c[nH]c3ccccc23)C(=O)O)CC1,0.0,-2,2.6,10,5,1,-11,-4
O=C(C1CCCC1)N1CC[C@@H]2[C@H]1c1cc(Br)ccc1N[C@@H]2CO,0.1,34,7.4,.,.,.,-65,.
Cc1ccc(C(=O)NNC(=O)CSc2n[nH]c(-c3cccnc3)n2)cc1,0.1,23,-2.4,-12,.,11,4,.
